hgDAF12 agonist: H. glycines DAF-12 receptor agonists, primary screen, cell-based, luminescence, HEK293, GAL4 fusion, UAS-luciferase; HEK293 GAL4-hgDAF12 UAS-luciferase reporter, agonist luminescence; normalized to butyrate control; activation, % at 6.8 µM; 370,000 compounds, 1.8% hits; AID 687014, 2013;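 active = activation above a cutoff set at the mean of all screened compounds plus 3 SD, cut at about 10% in these data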;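 note: 0% = DMSO wells and 100% = sodium butyrate wells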
sPLA2-III inh: human group III sPLA2 inhibitors, primary screen, biochemical, QFRET, BODIPY PC-A2 liposome substrate; Group 3 secretory phospholipase A2 (Homo sapiens), Q9NZ20; QFRET BODIPY PC-A2 liposome hydrolysis, fluorescence; inhibition, % at 12.2 µM; 370,000 compounds, 0.56% hits; AID 743126, 2013;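 active = inhibition above mean plus 3 SD of compounds lying within the high and low control bounds, cut at about 19% in these data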;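 note: 0% = median of test compound wells and 100% = no enzyme DMSO wells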
ssDAF-12 act: S. stercoralis DAF-12 nuclear receptor activators, primary screen, cell-based, luminescence, HEK293, GRIP1 co-expression, lit1-tk-luc; Nuclear hormone receptor DAF-12 (Strongyloides stercoralis); HEK293 ssDAF-12/GRIP1 lit1-tk-luc reporter; % of 3 µM dafachronic acid response; activation, % at 6.8 µM; 370,000 compounds, 1% hits;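 active = activation above the mean over all tested compounds plus 3 SD, cut at about 0.9% in these data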;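 note: 0% = DMSO-only wells and 100% = 3 µM delta7-dafachronic acid wells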
DAX1 inh-1: DAX1 (NR0B1) inhibitors, primary screen, cell-based, HEK293, Gal4-DAX1, luciferase luminescence; Nuclear receptor subfamily 0 group B member 1 (Homo sapiens), P51843; HEK293 Gal4-DAX1 luciferase reporter; inhibition, % at 6.75 µM; 340,000 compounds, 0.99% hits; AID 504766, 2011;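 active = inhibition above the mean over all tested compounds plus 3 SD, cut at about 4.2% in these data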;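 note: 0% = DAX1-transfected cells with DMSO and 100% = empty-vector control cells with DMSO; inhibition shows as a rise in luminescence from relieved DAX1 repression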
Target sequence (P51843 207-470 limits assumed): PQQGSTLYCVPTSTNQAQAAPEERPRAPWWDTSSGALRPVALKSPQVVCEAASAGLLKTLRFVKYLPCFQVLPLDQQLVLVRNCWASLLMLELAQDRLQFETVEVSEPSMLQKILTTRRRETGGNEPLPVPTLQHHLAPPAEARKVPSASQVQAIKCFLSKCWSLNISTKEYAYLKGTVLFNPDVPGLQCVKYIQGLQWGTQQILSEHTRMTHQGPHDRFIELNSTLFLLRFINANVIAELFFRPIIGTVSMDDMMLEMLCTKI
SMARCA2 activ: SMARCA2 (BRM) function activators, primary screen, cell-based, luminescence, high throughput; 370,000 compounds, 1% hits; AID 652017, 2013; activation, % at 9.1 µM; MG213 cells, MMTV-luciferase reporter, dexamethasone, overnight; in the data active = activation above about 7.8%;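 note: 0% = vehicle wells and 100% = reference activator wells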
PLC-beta3 inh: human PLC-beta3 inhibitors, primary screen, biochemical, fluorescence; 1-phosphatidylinositol 4,5-bisphosphate phosphodiesterase beta-3 (Homo sapiens), Q01970; Purified PLC-beta3, fluorogenic substrate; inhibition, % at 12.2 µM; 370,000 compounds, 0.18% hits; AID 720704, 2013; in the data active = inhibition above about 11%;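 note: 0% = median of compound wells on plate and 100% = full blocker control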
hcDAF12 agonist: H. contortus DAF-12 nuclear receptor activators, primary screen, cell-based, luminescence, HEK293, lit1-tk-luc reporter. HEK293 hcDAF-12 lit1-tk-luc reporter; 0% DMSO, 100% Δ7-dafachronic acid. 370,000 compounds, 1.4% hits. activation, % at 6.8 µM. AID 652067, 2013;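 active = activation above the mean of all tested compounds plus 3 SD, cut at about 5.5% in these data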;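 note: 100% = response to 3 µM Δ7-dafachronic acid high control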
PG9 Ab binder: binders of HIV-1 gp120 antibody PG9, primary screen, biochemical, TR-FRET; HIV-1 gp120 / PG9 antibody interaction; TR-FRET gp120-PG9 antibody binding; inhibition, % at 6.7 µM; 360,000 compounds, 0.43% hits; in the data active = inhibition above about 8.5%
DAX1 inh-2: DAX1 (NR0B1) inhibitors on StAR promoter, primary screen, cell-based, luminescence, SF-1 (NR5A1), full-length DAX-1 | AID 652010, 2013 | inhibition, % at 6.8 µM | 370,000 compounds, 1.1% hits | HEK293T StAR-luciferase reporter, SF-1/DAX-1 repression relief;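 active = inhibition above the mean over all tested compounds plus 3 SD, cut at about 3.6% in these data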;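 note: 0% = DAX-1 cells with DMSO and 100% = cells lacking DAX-1 with DMSO; higher inhibition means more luminescence from relief of DAX-1 repression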
GAA850 FXN act: FXN promoter activators, primary screen, cell-based, luciferase luminescence, HEK293 lucGAA850. HEK293 lucGAA850 FXN promoter luciferase reporter, 24 h; percent of 10 µM SAHA response. activation, % at 6 µM. 360,000 compounds, 0.56% hits. AID 540364, 2011;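 active = activation above the average of all compounds screened plus 3 SD, cutoff fixed separately per campaign, cut at about 7.5% in these data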;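 note: 0% = DMSO wells and 100% = 10 µM SAHA wells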
Rev-erbA mod: modulators of Rev-erb alpha DNA binding, primary screen, biochemical, FITC-DNA, fluorescence polarization, uHTS. Nuclear receptor subfamily 1 group D member 1 (Homo sapiens), P20393. Rev-erbα–FITC-DNA binding, 90 min. activity, % at 10 µM. 370,000 compounds, 0.79% hits;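 active = activity above about 14%, limit read from the data; passing the limit was not always enough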;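 note: 0% = DMSO wells with 35 nM protein and 100% = DMSO wells with 750 nM protein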
Target sequence (P20393 whole entry, looked up): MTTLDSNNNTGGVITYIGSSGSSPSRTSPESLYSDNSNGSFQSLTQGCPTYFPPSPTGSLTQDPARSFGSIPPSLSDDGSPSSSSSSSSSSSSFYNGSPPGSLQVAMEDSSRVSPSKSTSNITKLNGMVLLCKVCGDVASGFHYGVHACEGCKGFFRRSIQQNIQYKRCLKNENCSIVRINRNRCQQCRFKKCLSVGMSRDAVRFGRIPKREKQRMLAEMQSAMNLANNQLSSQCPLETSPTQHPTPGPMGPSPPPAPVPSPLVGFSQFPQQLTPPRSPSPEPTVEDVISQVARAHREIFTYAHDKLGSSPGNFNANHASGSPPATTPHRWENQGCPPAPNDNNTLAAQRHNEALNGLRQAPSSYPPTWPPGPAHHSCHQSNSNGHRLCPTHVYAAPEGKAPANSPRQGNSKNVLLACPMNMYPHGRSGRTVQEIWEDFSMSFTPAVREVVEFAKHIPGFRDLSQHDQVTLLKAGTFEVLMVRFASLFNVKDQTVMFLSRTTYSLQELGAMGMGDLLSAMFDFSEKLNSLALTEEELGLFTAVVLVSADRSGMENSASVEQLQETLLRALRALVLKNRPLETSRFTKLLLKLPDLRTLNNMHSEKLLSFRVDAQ
* hit, by the source's call; i = inactive; . = not tested or not shown.

SMILES	hgDAF12 agonist	sPLA2-III inh	ssDAF-12 act	DAX1 inh-1	SMARCA2 activ	PLC-beta3 inh	hcDAF12 agonist	PG9 Ab binder	DAX1 inh-2	GAA850 FXN act	Rev-erbA mod
COc1ccc(S[C@@H](CCN2CC[C@H](O)CCC2=O)c2ccccc2)cc1	-1.9	-3	-1.4	0.8	0	2	-1.7	-0.5	0.2	0.7	-12
Fc1cccc(NC(=S)NNc2c3ccccc3nc3ccccc23)c1	-2.1	4	-1.1	0.8	-1	-182	1.8	-1.7	2.3	1.8	-2
Cn1c(=O)n(C)c2cc(/C=C3/NC(=O)N(Cc4ccccc4)C3=O)ccc21	-0.6	1	-1.7	0.1	0	-25	-0.3	-5.9	-0.7	0.9	-5
COc1ccc(N(C(=O)CNC(=O)c2ccco2)C(C(=O)NC2CCCCC2)c2ccco2)cc1 (stereo not drawn)	-0.7	4	-0.7	-0.5	-2	3	-1.1	-2.7	0.1	1.6	-1
O=c1ccc(-c2ccc(S(=O)(=O)NCC3CCN(Cc4cccc(F)c4)CC3)s2)n[nH]1	-2.6	-20	-0.8	-0.6	1	-8	-0.4	-2.5	0.2	-0.2	-3
CNC(=O)C(C)c1ncc(C(F)(F)F)cc1Cl (stereo not drawn)	1.1	5	-1.0	0.5	-3	2	0.1	-1.6	0.9	0.2	2
c1ccc(CSc2ccc(-c3ccccn3)nn2)nc1	16*	-3	-0.5	1.1	4	2	3.3	-0.5	3.1	2.9	-4
Cc1ccc(NC(=O)c2ccc(S(=O)(=O)N3CCC(C)CC3)cc2)nc1	-1.2	9	-1.5	-1.4	-1	-6	0.4	1.5	-0.2	2.5	-2
Cc1ccc(S(=O)(=O)N2CCCC2)cc1[N+](=O)[O-]	1.3	8	-1.5	0.2	-2	4	-1.7	-1.4	-0.6	0.6	5
O=C(Cc1cccs1)Nc1nc(-c2ccc(F)c(F)c2)cs1	-0.4	-21	-0.9	-1.7	1	-3	0.4	-1.3	-0.5	-1.6	4
CCN(CC)S(=O)(=O)c1ccc2c3c(cccc13)C(=O)N2	-1.7	-1	-0.8	-0.3	-2	i	-2.4	-0.3	0.0	1.4	-6
FC(F)(F)c1cccc(N2CCN(C(=S)NCC3CCCO3)CC2)c1 (stereo not drawn)	-1.3	9	-2.0	-1.8	-4	-1	-3.0	-1.7	-2.0	1.1	-5
CCOc1ccc(NC(=O)c2cccc(NC(C)=O)c2)cc1S(=O)(=O)N1CCCC1	-1.7	-1	-1.6	-1.3	0	2	-2.0	-1.1	-2.0	0.5	-3
COc1ccc(S(=O)(=O)NC(CC(=O)NCc2ccco2)C(C)C)cc1 (stereo not drawn)	2.1	-4	-1.4	0.6	0	1	1.4	0.4	0.1	0.2	0
Cc1cc(=O)[nH]c(SCC(=O)N(CCC#N)c2ccccc2)c1C#N	-2.2	3	-0.7	2.8	-1	-4	-1.3	-1.3	0.3	-0.9	0
C=CCN1C(=O)c2ccc(C(=O)N(C)CC(=O)Nc3ccccc3Br)cc2C1=O	0.6	5	-0.4	0.7	2	-3	2.4	-2.5	1.8	0.9	0
O=C(NCCc1c[nH]c2ccccc12)/C(=C\c1cccnc1)NC(=O)c1ccccc1F	-2.6	-26	-0.4	-0.1	3	-2	-2.5	-1.7	-0.1	-0.2	-3
CSc1ccc(CNCCCSc2ncccn2)cc1	0.2	4	-0.9	1.6	0	-8	0.2	-0.9	-0.4	2.0	0
O=C(C1CCC(=O)N1C1CCCCC1)N1CCN(c2ccc(F)cc2)CC1 (stereo not drawn)	1.3	12	-1.1	-0.2	-3	0	-1.9	0.3	0.5	-1.5	-1
N#CN(CC(N)=O)c1nc(N2CCCCC2)nc(N2CCCCC2)n1	-1.5	-4	-1.4	-0.4	0	2	-1.6	-4.0	-0.3	4.2	-5
Cc1ccc(C(CNS(=O)(=O)c2ccc(F)cc2)N2CCN(C)CC2)cc1 (stereo not drawn)	0.8	-9	-0.9	-1.8	0	-3	1.5	0.5	1.4	0.8	-6
Cc1ccc(N(CC(=O)O)S(C)(=O)=O)cc1Cl	-2.3	3	-0.7	2.3	-3	0	-0.8	2.0	-0.3	2.4	3
CCn1c(C)nc2cc(C(=O)NNC(=O)CCC3CCCC3)ccc21	-1.3	4	-1.6	-0.2	4	1	0.1	-1.6	-0.1	1.4	0
CC(C)(C)N(Cc1ccccc1)C(=O)CN1C(=O)NC2(CCCCCC2)C1=O	-2.5	9	-1.5	-0.3	-1	-3	-0.9	1.6	-0.6	0.1	0

In a second layout: four of the compounds above.
molecule | hgDAF12 agonist | sPLA2-III inh | ssDAF-12 act | DAX1 inh-1 | SMARCA2 activ | PLC-beta3 inh | hcDAF12 agonist | PG9 Ab binder | DAX1 inh-2 | GAA850 FXN act | Rev-erbA mod
CSc1ccc(CNCCCSc2ncccn2)cc1 | 0.2 | 4 | -0.9 | 1.6 | 0 | -8 | 0.2 | -0.9 | -0.4 | 2.0 | 0
O=C(C1CCC(=O)N1C1CCCCC1)N1CCN(c2ccc(F)cc2)CC1 (stereo not drawn) | 1.3 | 12 | -1.1 | -0.2 | -3 | 0 | -1.9 | 0.3 | 0.5 | -1.5 | -1
N#CN(CC(N)=O)c1nc(N2CCCCC2)nc(N2CCCCC2)n1 | -1.5 | -4 | -1.4 | -0.4 | 0 | 2 | -1.6 | -4.0 | -0.3 | 4.2 | -5
Cc1ccc(C(CNS(=O)(=O)c2ccc(F)cc2)N2CCN(C)CC2)cc1 (stereo not drawn) | 0.8 | -9 | -0.9 | -1.8 | 0 | -3 | 1.5 | 0.5 | 1.4 | 0.8 | -6

More results.
SMILES	hgDAF12 agonist	sPLA2-III inh	ssDAF-12 act	DAX1 inh-1	SMARCA2 activ	PLC-beta3 inh	hcDAF12 agonist	PG9 Ab binder	DAX1 inh-2	GAA850 FXN act	Rev-erbA mod
Cc1nc(SCC(=O)Nc2ccc(F)cc2)c(C#N)c(C)c1CC(=O)c1ccc(Br)cc1	0.7	4	-0.4	1.5	2	0	-1.3	8.7*	0.1	0.8	70*
CCCn1c(N)c(N(CCOC)C(=O)c2ccccc2F)c(=O)[nH]c1=O	1.4	3	-0.3	1.4	-1	0	-0.5	1.8	0.1	0.5	0
CC(=O)Nc1cc(-c2ccc(N3CCN(C)CC3)cc2)cn2c(-c3ccc(F)cc3)cnc12	2.2	-21	-1.1	.	12*	-260	1.6	0.7	-1.5	0.8	1
NC(=O)C1CCN(CC(=O)c2c[nH]c3ccc(F)cc23)CC1	2.1	-7	-0.3	-0.1	0	-5	2.5	-4.3	2.2	-1.4	-6
CCOC(=O)C1CCCN(C(=O)CC(C)c2ccccc2)C1 (stereo not drawn)	6.5	10	-0.3	1.2	2	1	3.7	-1.7	2.0	3.5	0
Cc1ccc(C(=O)Nc2ccccc2N2CCCC2)cc1S(=O)(=O)N1CCOCC1	-0.2	-5	-0.9	-0.2	-2	-10	-0.4	-3.5	-1.2	0.1	6
Cc1ccc(-c2n[nH]c(=O)c3ccccc23)cc1S(=O)(=O)Nc1ccc(F)cc1	-3.0	-29	-2.1	-0.4	-3	-7	-2.8	1.4	-0.3	1.6	-2
CC(C)N(Cc1ccccc1)C(=O)COC(=O)c1cc[n+]([O-])cc1	-1.5	1	-0.7	0.1	-1	-2	-1.3	0.2	0.7	-0.3	0
O=C(NCCc1cccs1)c1ccc(Cl)c(Cl)c1	8.5	1	0.0	2.0	3	-6	0.4	-0.9	2.6	4.9	7
CCOC(=O)c1ccccc1NC(=O)c1ccc2nc[nH]c2c1	-1.5	-14	-1.6	-1.3	2	-4	-1.7	-0.6	-0.8	1.8	2
O=C(/C=C/c1ccccc1)NC(=O)c1ccccc1O	12*	-1	-0.3	3.0	9.6*	-22	2.2	-3.1	1.6	5.2	4
Cn1c(C(C#N)C(=O)Cc2cccc3ccccc23)nc2ccccc21 (stereo not drawn)	0.6	3	-0.9	0.0	-2	6	-0.2	0.1	0.5	-1.1	-1
CC(C)NC(=O)c1sc(=S)n2c1[nH]c(=O)c1ccc(C(=O)NCCc3ccc(Cl)cc3)cc12	2.4	0	-1.5	-0.7	1	-11	0.0	-3.4	-0.5	1.6	4
COC(=O)[C@]12CCCCC=C1N(Cc1cccc3ccccc13)C(=O)[C@H](CC(=O)NCc1cccc(C(F)(F)F)c1)C2	-0.4	-10	-1.1	.	-5	0	-1.8	-0.9	-0.4	.	2
Cc1cc(NC(=O)c2ccco2)no1	1.9	-2	-1.4	1.7	0	5	1.6	0.4	1.0	-1.1	11
COc1cccc(/C=N/Nc2ncnc3scc(-c4ccccc4)c23)c1OC	-2.3	1	-1.9	0.5	-1	1	1.0	-1.2	-0.7	-1.9	4
COc1ccc(NS(=O)(=O)c2cccc(NC(=O)c3cnccn3)c2)cc1Br	-4.5	-19	-1.9	.	-2	0	-4.0	0.3	-2.4	2.9	-1
COc1ccc(CCNC(=O)c2cc(=O)n(C)c(=O)n2C)cc1OC	-3.6	7	-1.7	-0.4	-3	-4	-0.9	1.0	1.1	-0.8	2
COC(=O)[C@H](CCSC)NC(=O)N1CCN(c2cccc(C(F)(F)F)c2)CC1	-0.6	-1	-1.4	0.2	4	2	-0.8	-1.5	0.5	-0.1	0
CN(C(=O)CSc1cc(Cl)ccc1Cl)C1CCS(=O)(=O)C1 (stereo not drawn)	-2.0	8	-0.6	0.0	-5	0	-0.9	-2.7	-0.8	1.8	1
CCN(CC)CCCNC(=O)c1nn(-c2cccc(OC)c2)c(=O)c2ccccc12	2.2	8	-1.1	-0.5	2	-6	-0.7	-3.1	0.4	-2.2	-3
CCN(CC)S(=O)(=O)c1cc(NC(=O)C(C)OC(=O)c2[nH]c(C)c(C(C)=O)c2C)ccc1C (stereo not drawn)	-3.1	-43	-1.3	-1.7	-1	-2	-3.2	-2.0	-0.9	-3.6	-1
Cc1ccc(SCC(=O)N2c3ccccc3Sc3ccccc32)cc1	-0.8	-18	-1.8	-1.3	-5	1	-0.6	0.9	-0.7	-1.6	-3
N#CNC(=Nc1cccc(Cl)c1)Oc1ccccc1	0.8	-1	-2.0	1.1	-2	-5	0.1	1.6	-0.1	2.0	4
Cc1ccc(OCC(=O)NN2C(=O)c3ccccc3C2=O)c(C)c1	2.7	6	-0.5	0.9	0	0	0.5	2.3	-0.1	0.3	2

Compound activity deposited in PubChem by several laboratories.
